aSyn 5UTR inh: MLPCN primary screen, SNCA 5' untranslated region. alpha-synuclein 5'UTR reporter, inhibitor activity. actives 0.82% (n = 300,000). inhibition, % (tested at 7.5 µM); in the data active means inhibition above about 60%;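 further: H4 neuroglioblastoma cells stably carrying SNCA 5'UTR luciferase fusion; 0% = DMSO wells and 100% = positive control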
TRPC6 inh: inhibitors of mouse TRPC6 channel | Q61143 | HEK293-TRPC6, membrane potential dye, ACh-evoked depolarization; hits give low values | B-score at 10 µM | actives 1.1% (n = 310,000) | AID 2553;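 active means B-score under library mean minus 3 SD, initial fluorescence not abnormally high, positive integrated signal ratio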;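 further: B-score derived from integrated fluorescence ratio over the kinetic read; more negative B-score means stronger inhibition of depolarization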
Target sequence (Q61143 whole entry, looked up): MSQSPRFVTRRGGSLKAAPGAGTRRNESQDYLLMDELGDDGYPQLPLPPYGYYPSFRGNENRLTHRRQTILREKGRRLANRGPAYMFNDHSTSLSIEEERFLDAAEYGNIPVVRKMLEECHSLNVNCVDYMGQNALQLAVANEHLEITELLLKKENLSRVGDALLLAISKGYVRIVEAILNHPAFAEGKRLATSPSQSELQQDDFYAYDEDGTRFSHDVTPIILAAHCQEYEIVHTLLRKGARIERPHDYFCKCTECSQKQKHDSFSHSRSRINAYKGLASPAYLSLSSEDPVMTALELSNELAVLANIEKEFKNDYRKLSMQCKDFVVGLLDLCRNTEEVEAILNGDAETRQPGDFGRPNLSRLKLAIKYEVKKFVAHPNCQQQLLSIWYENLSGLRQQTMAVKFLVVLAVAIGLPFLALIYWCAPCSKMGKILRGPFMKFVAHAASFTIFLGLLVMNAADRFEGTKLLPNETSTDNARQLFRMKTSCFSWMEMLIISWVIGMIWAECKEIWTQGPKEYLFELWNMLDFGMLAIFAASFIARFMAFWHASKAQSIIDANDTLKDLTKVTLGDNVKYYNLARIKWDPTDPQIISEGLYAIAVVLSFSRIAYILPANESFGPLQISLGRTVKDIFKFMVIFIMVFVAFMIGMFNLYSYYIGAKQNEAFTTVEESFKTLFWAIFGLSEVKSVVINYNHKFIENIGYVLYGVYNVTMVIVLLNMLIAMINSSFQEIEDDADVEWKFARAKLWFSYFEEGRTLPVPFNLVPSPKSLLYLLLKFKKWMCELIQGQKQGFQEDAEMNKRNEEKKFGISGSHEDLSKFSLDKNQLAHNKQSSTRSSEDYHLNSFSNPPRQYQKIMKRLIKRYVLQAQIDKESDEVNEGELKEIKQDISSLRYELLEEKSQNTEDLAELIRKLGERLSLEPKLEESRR
SKKanGAS inh: inhibitors of SKKanGAS S. pyogenes growth in kanamycin (SK-promoter or general growth effect); BacTiter-Glo, 6 h; inhibition, % at 7.5 µM; actives 1.3% (n = 300,000);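 active means mean replicate score, as percent of positive control median, at least 50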;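 further: strain carries kanamycin resistance gene driven by streptokinase promoter and grows in 40 µg/ml kanamycin; loss of luminescence reflects streptokinase promoter inhibition or plain growth inhibition; 0% = median of DMSO wells and 100% = positive control at its reference dose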
TRPC6 activator: mouse TRPC6 channel activation. HEK293-TRPC6 membrane potential dye fluorescence; hits give high values. actives 0.13% (n = 310,000). B-score at 10 µM. AID 2550;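 active means B-score of the integrated fluorescence ratio above library mean plus 3 SD, and starting fluorescence ratio within library mean plus 5 SD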;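 further: higher score means more depolarization so channel activation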
HIF activator: HIF pathway transcriptional activation; actives 0.32% (n = 300,000); U2OS HRE-luciferase reporter, luminescence; normalized: DMSO 0%, desferrioxamine 100%; AID 1910; activation, % at 7.5 µM (by protocol);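 active means mean activation of at least 10% of the iron chelator positive control signal, with at least half of replicates also reaching 10%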
TRPC4 act: opens the mouse TRPC4 cation channel. Q9QUQ5. HEK293 TRPC4beta/mu-opioid, Fluo4 calcium fluorescence; hits give high values. B-score at 10 µM. actives 0.49% (n = 310,000). AID 2237;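 active means B-score above 5 SD of library B-scores, and initial fluorescence ratio not above library mean plus 5 SD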;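 further: positive B-score marks a calcium rise read as TRPC4 activation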
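system = HEK293 cells stably co-expressing mouse TRPC4beta and mu-opioid receptor | schedule = Fluo4 dye loading 45 min at room temperature, 110 s recording | measure = B-scored integrated calcium fluorescence ratio | signal = Fluo4 calcium-sensitive dye fluorescence, kinetic, 1 Hz baseline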
KLF5 inhibitor: kruppel-like factor 5 inhibition | inhibition, % at 5 µM | actives 0.23% (n = 290,000) | DLD-1 KLF5 promoter-luciferase reporter, luminescence;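 active means inhibition above a per-plate limit of that plate's mean compound inhibition plus 3 SD, cut at about 60% in these data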;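 further: 0% = DMSO wells and 100% = LY294002 at 200 µM; higher means less KLF5 promoter-driven luciferase light; inactives centre near -14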
MrgX1 antagonist: human MrgX1 receptor antagonism, primary screen | MRGX1-HEK293 calcium flux, Fluo-4, BAM8-22 antagonism; hits give low values | B-score at 10 µM | actives 1.3% (n = 310,000) | AID 588676;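 active means calcium-response B-score plate-corrected more than 3 library SD below zero, starting fluorescence within 5 deviations, no agonist response on first addition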;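 further: peak minus trough fluorescence over baseline after final BAM8-22 challenge near maximal dose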
IEC-6 tox: kills IEC-6 intestinal cells in KLF5 counter-screen; IEC-6 cytotoxicity, luminescence viability; actives 0.78% (n = 290,000); inhibition, % at 5 µM; AID 1825; in the data active means inhibition above about 22%;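 further: 0% = plate median of test compound wells and 100% = cytotoxic reference compound wells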
TRPC4 inh: blocks the mouse TRPC4 cation channel | Q9QUQ5 | HEK293 TRPC4beta/mu-opioid, DAMGO-evoked Fluo4 calcium flux; hits give low values | B-score at 10 µM | actives 0.39% (n = 300,000) | AID 2247;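 active means B-score over 3 SD under the library average, no early fluorescence shift, positive overall ratio signal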
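Assay system: Stable TRPC4beta/mu-opioid receptor HEK293 cells | Reagent: DAMGO in two steps, submaximal then maximal | Compound dosing: Single concentration per test compound | Signal: Fluo4 Ca2+ flux fluorescence | Evaluation: Per-well B score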
TRPC4 PAM: TRPC4 (mouse) allosteric potentiation; HEK293 TRPC4beta/mu-opioid, DAMGO EC20, Fluo-4 Ca2+ flux; hits give high values; B-score at 10 µM; actives 0.42% (n = 310,000); AID 2227;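 active means B-score of calcium response area above 5 SD of library B-scores, with initial fluorescence ratio within 5 SD of library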;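 further: B-score of integrated fluorescence ratio over time as area under calcium response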
* marks the source's active call; other numbers are inactive results; i = inactive; x = not tested or not shown. Outcome played no part in choosing rows, and some 5.8% of all compounds hit somewhere here.

SMILES	aSyn 5UTR inh	TRPC6 inh	SKKanGAS inh	TRPC6 activator	HIF activator	TRPC4 act	KLF5 inhibitor	MrgX1 antagonist	IEC-6 tox	TRPC4 inh	TRPC4 PAM
O=C(Oc1cccc2ccccc12)c1ccncc1	13	i	-2	i	-0.5	i	3	i	1	i	i
O=C1NC2(C=Cc3c(ccc4ccccc34)O2)Oc2ccccc21 (stereo unspecified)	1	i	-6	i	2.5	i	-15	i	-7	i	i
COC(=O)c1ccc(CNC(=O)Cn2nnnc2CN(C)C(C)C)cc1	-6	i	6	i	0.7	i	-25	i	0	i	i
O=C(Cc1nc2ccccc2s1)c1ccc(O)cc1O	-147	i	3	i	2.7	i	-124	i	0	i	i
CCOC(=O)N1CCN(c2c(NCC3CCN(Cc4cccc(C)c4)CC3)c(=O)c2=O)CC1	-5	i	1	i	-0.1	i	-7	i	-4	i	i
CC(C)Cc1ccc(S(=O)(=O)Nc2ccc3[nH]c(=O)[nH]c3c2)cc1	-4	i	-15	i	-0.8	i	-15	i	3	i	i
CC(C)CCNC(=O)c1cc([N+](=O)[O-])ccc1N1CCOCC1	24	i	2	i	0.1	i	-33	i	-8	i	i
NC(=O)C1CC(=O)N(CCc2ccc(F)cc2)C1 (stereo unspecified)	-4	i	1	i	-17	i	-31	i	-1	i	i
c1ccc(Oc2nc(Oc3ccccc3)nc(N3CCOCC3)n2)cc1	35	i	4	i	-0.5	i	-18	i	-8	i	i
COc1ccccc1C(=O)COC(=O)CCCN=C1NS(=O)(=O)c2ccccc21	3	i	-1	i	-0.4	i	x	i	x	i	i
CCOC(=O)c1cnc2c(Cl)c(Cl)ccc2c1NCCN1CCOCC1	-9	i	-3	i	-0.5	i	-3	i	5	i	i
Cc1ccc(N(CC(=O)NCc2ccc(F)cc2)S(=O)(=O)c2c(C)nn(C)c2C)cc1	-8	i	-6	i	0.0	i	-13	i	-4	i	i
COc1ccc(/C=C/C(=O)Nc2sc(Cc3ccccc3)c(C)c2C(N)=O)cc1	-4	i	-7	i	-0.2	i	-31	i	-2	i	i
Cc1occc1C(=O)NC1CCCCCCC1	-77	i	-1	i	1.5	i	-25	i	2	i	i
COc1ccccc1NC(=O)NC1(C(=O)N2CCC(C)CC2)CCCCC1	3	i	-6	i	-1.0	i	-2	i	-7	i	i
CN(C)c1ccc(C(CNC(=O)c2ccccc2F)c2c[nH]c3ccccc23)cc1 (stereo unspecified)	17	i	-9	i	0.6	i	-34	i	-4	i	i
COc1cccc(/C(O)=C2/C(=O)C(=O)N(CCN3CCOCC3)C2c2cccs2)c1 (stereo unspecified)	-3	i	3	i	0.4	i	-54	i	-10	i	i
CCC1CCCCN1C(=S)Nc1ccc(OC(F)F)cc1 (stereo unspecified)	1	i	0	i	-0.2	i	-11	i	0	i	i
CCCN(CC(=O)Nc1ccc(C(C)=O)cc1)CC(=O)Nc1ccccc1C	-29	i	-3	i	-0.4	i	-9	i	5	i	i
CCc1csc(CCNC(=O)C2CCC(=O)N(CCOC)C2)n1 (stereo unspecified)	3	i	-1	i	0.0	i	-26	i	-1	i	i
Cn1c(=O)cc(SCC(=O)NCCCN2CCOCC2)c2ccc(Cl)cc21	-2	i	3	i	0.3	i	-37	i	1	i	i
S=C(Nc1cc(Cl)cc(Cl)c1)N1CCN(c2ccccn2)CC1	x	i	x	i	x	i	-24	i	4	i	i
CC(=O)NC(Cc1ccccc1)C(=O)NC(Cc1ccccc1)C(=O)O (stereo unspecified)	-4	i	-1	i	0.8	i	-24	i	1	i	i
COc1ccc(NC(=O)CN2C(=O)NC3(CC(C)CC(C)(C)C3)C2=O)cc1S(=O)(=O)N1CCCCC1 (stereo unspecified)	26	i	5	i	0.4	i	x	i	x	i	i
Fc1ccccc1C(c1nnnn1C1CCCC1)N1CCN(Cc2ccccc2)CC1 (stereo unspecified)	-4	i	-2	i	-1.1	i	-8	i	-4	i	i
(next part)
SMILES	aSyn 5UTR inh	TRPC6 inh	SKKanGAS inh	TRPC6 activator	HIF activator	TRPC4 act	KLF5 inhibitor	MrgX1 antagonist	IEC-6 tox	TRPC4 inh	TRPC4 PAM
O=C(NCCN1CCOCC1)c1ccc2c(c1)N(Cc1ccc(F)cc1)C(=O)c1ccccc1S2(=O)=O	-11	i	-1	i	-0.2	i	-6	i	-3	i	i
O=C(NCC(=O)N1CCN(c2ccccc2)CC1)c1ccco1	-2	i	1	i	-0.2	i	-39	i	-2	i	i
COc1cc(OC)c2ccc(=O)oc2c1C(CC(=O)N1CCCC1)c1ccc(N(C)C)cc1 (stereo unspecified)	4	i	0	i	0.0	i	x	i	x	i	i
Cc1cc(C(=O)OCC(=O)NCc2ccccc2Cl)c(C)o1	17	i	-7	i	0.5	i	-1	i	1	i	i
COC(=O)c1ccc(NC(=O)CSc2nncn2-c2ccccn2)cc1	10	i	-3	i	0.0	i	-15	i	-9	i	i
CC(=O)Nc1ccc(NC(=O)C(C)O/N=C/c2cccc([N+](=O)[O-])c2)cc1 (stereo unspecified)	-20	i	-3	i	0.4	i	-17	i	0	i	i
CCn1nnnc1-c1ccc(OC)c(S(=O)(=O)Nc2ccc(C)c(C)c2)c1	15	i	-4	i	0.0	i	4	i	1	i	i
Cc1oc(C(C)(C)C)cc1C(=O)NCC(=O)NCC(=O)O	-4	i	6	i	-0.2	i	19	i	6	i	i
Fc1cccc(Cl)c1Cc1noc(/C=C/c2ccccc2)n1	-209	i	-40	i	3.0	i	-16	i	5	i	i
Cc1noc(C(=O)Nc2cc(Cl)ccc2O)c1Cl	-26	i	-7	i	0.2	i	-44	i	3	i	i
Cc1ccc(C(C)C)c(OCCNCCc2ccccc2)c1	-10	i	10	i	-1.5	i	-19	i	4	i	i
CC1CCN(S(=O)(=O)c2cccc(C(=O)N(C)C3CCS(=O)(=O)C3)c2)CC1 (stereo unspecified)	28	i	7	i	0.1	i	5	i	0	i	i
O=C(Nc1ccc(Cl)cc1)N1CCc2[nH]c3ccccc3c2C1	-11	i	14	i	0.3	i	-13	i	0	i	i
CC(C)C(c1nnnn1Cc1ccc(F)cc1)N1CCSCC1 (stereo unspecified)	32	i	3	i	x	i	-4	i	2	i	i
CCc1ccc(-n2cc(-c3ccc([N+](=O)[O-])cc3)[nH]c2=S)cc1	-108	i	4	i	4.8	i	-27	i	-4	i	i
Cc1ccc(C(=O)NC2CCS(=O)(=O)C2)cc1S(=O)(=O)N1CCCCC1 (stereo unspecified)	-6	i	-3	i	-0.2	i	-3	i	0	i	i
CCc1ccc2c(c1)C1(SC(NC(C)=O)=NN1C(C)=O)C(=O)N2CC (stereo unspecified)	-11	i	-5	i	0.1	i	-10	i	3	i	i
CCOC(=O)c1ccccc1NC(=O)C1CC(=O)N(c2ccccc2)C1 (stereo unspecified)	6	i	0	i	0.0	i	-1	i	2	i	i
Cc1sc2nc(SCC(=O)C(C)(C)C)n(Cc3ccco3)c(=O)c2c1C	4	i	45	i	1.5	i	4	i	7	i	i
Cc1ccc(NC(=O)CSc2n[nH]c(-c3cccnc3)n2)cc1Cl	9	i	-3	i	0.2	i	-6	i	6	i	i
CCS(=O)(=O)c1nc(S(=O)(=O)c2ccc(Cl)cc2)c(N2CCC3(CC2)OCCO3)s1	3	i	-5	i	0.9	i	-9	i	1	i	i
Cc1ccc(C)c(NC(=O)c2ccc3nccnc3c2)c1	-22	i	-2	i	0.6	i	-25	i	-2	i	i
CCOC(=O)c1cc(-c2ccc(Cl)s2)nc2c1c(C)nn2C	15	i	-8	i	0.3	i	-18	x	0	i	i
Cc1cc(O)c(CN(C)C)c2c1C(=O)/C(=C/c1ccco1)O2	-11	i	6	i	-0.9	i	-10	i	-14	i	i
O=C(COc1coc(CN2CCc3ccccc32)cc1=O)Nc1ccc([N+](=O)[O-])cc1	5	i	-10	i	2.2	i	x	i	x	i	i
The list goes on:
SMILES	aSyn 5UTR inh	TRPC6 inh	SKKanGAS inh	TRPC6 activator	HIF activator	TRPC4 act	KLF5 inhibitor	MrgX1 antagonist	IEC-6 tox	TRPC4 inh	TRPC4 PAM
O=C(O)/C=C/C(=O)Nc1ccccc1C(=O)OCC(=O)c1ccc2c(c1)OCCO2	x	i	x	i	x	i	-67	i	-7	i	i
CC(C)C[C@H](NC(=O)C1CCN(C(=O)[C@H](Cc2ccccc2)NC(=O)OC(C)(C)C)CC1)C(=O)O	24	i	-2	i	-1.4	i	-8	i	4	i	i
O=C(CCN1C(=O)/C(=C/c2ccc(Cl)cc2)SC1=S)NC1C=CS(=O)(=O)C1 (stereo unspecified)	-32	i	-5	i	-0.4	i	-5	i	0	i	i
COCc1ccc(C(=O)NC2CC(C)(C)Cc3c2cnn3-c2ccc(C)cc2)o1 (stereo unspecified)	11	i	-6	i	2.1	i	-11	i	8	i	i
CCc1nc(CNC(=O)C2CCC(=O)N(Cc3ccccc3F)C2)no1 (stereo unspecified)	13	i	1	i	-0.9	i	1	x	2	i	i
O=C(Cc1csc(-c2ccccc2)n1)Nc1ccc(C(F)(F)F)cc1	-21	i	5	i	0.3	i	-9	i	-1	i	i
COc1cc(NC(=O)COC(=O)CSc2ccc3ccccc3c2)c(C)cc1[N+](=O)[O-]	15	i	6	i	-0.3	i	-9	i	4	i	i
Cc1cc(-c2ccc(C)c(S(=O)(=O)NCC3CCN(Cc4ccc(F)cc4)CC3)c2)on1	-27	i	-7	i	-0.2	i	-43	i	-4	i	i
CCOc1cccc(OCCOCCN(C)C)c1	5	i	4	i	-0.1	i	17	i	2	i	i
CC(=O)Nc1ccc(C2(c3ccc(NC(C)=O)cc3)NC(=O)c3ccccc32)cc1	9	i	15	i	-0.5	i	-32	i	-8	i	i
CCCCCCc1nnc(NC(=O)c2ccco2)s1	-67	i	6	i	0.1	i	-66	i	-3	i	i
CCOC(=O)c1c(-c2ccc(C)cc2)csc1NC1=NS(=O)(=O)c2ccccc21	-2	i	7	i	-0.3	i	-25	-6.8*	1	i	i
COc1ccccc1NC(=O)Cn1cnc2sc(C)c(S(=O)(=O)N3CCCCC3)c2c1=O	22	i	-7	i	x	i	1	i	-9	i	i
C=C(C)CN=c1scc(C)n1/N=C/c1ccco1	-24	i	5	i	0.3	i	-23	i	0	i	i
O=C(c1ccco1)N1CCn2c1nc1ccccc12	-124	i	5	i	2.2	i	-77	i	0	i	i
NC(=O)COC(=O)CNC(=O)c1sc2ccccc2c1Cl	13	i	-2	i	-0.1	i	-10	i	-6	i	i
COC(CN1CCc2c(C)nc3c(C#N)cnn3c21)OC	4	i	-2	i	-0.2	i	-3	i	3	i	i
